# Compound activity (PubChem BioAssay)
# Fam108B counter – Fam108B inhibition, counter-screen for RBBP9 inhibitors; recombinant Fam108B, FP-Rh probe fluorescence polarization; inhibition, % at 9.51 µM; hit rate 0.33% among 300,000; AID 1947;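 active = inhibition above the screen mean inhibition plus 3 SD, computed separately per campaign, cut at about 18% in these data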;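 also: inhibitors lower polarization as less probe binds the enzyme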
# MCL1-BIM inh – inhibitors of human MCL1 binding to BIM-BH3 peptide | inhibition, % at 10.9 µM | hit rate 0.68% among 320,000 | GST-MCL1 / FITC-Bim-BH3 fluorescence polarization | Q07820;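 active = inhibition above the mean inhibition of all tested compounds plus 3 SD, set per campaign, cut at about 40% in these data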;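 also: 0% = DMSO wells and 100% = unlabeled Bim-BH3 peptide control; higher means more loss of mP so more displacement of Bim peptide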
# Target sequence (Q07820 whole entry, looked up): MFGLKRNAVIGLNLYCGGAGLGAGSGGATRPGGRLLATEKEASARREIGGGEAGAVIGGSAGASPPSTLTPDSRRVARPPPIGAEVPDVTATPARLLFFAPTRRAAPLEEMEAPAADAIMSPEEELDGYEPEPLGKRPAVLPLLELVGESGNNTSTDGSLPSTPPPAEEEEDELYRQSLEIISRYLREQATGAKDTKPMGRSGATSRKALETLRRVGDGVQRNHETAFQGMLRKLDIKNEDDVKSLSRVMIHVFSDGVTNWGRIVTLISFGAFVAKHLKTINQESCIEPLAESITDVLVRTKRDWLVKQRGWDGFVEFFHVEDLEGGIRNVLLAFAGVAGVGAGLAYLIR
# GLD-1 RNA inh – GLD-1-TGE RNA interaction inhibition (C. elegans) | Q17339 | purified GLD-1 + fluorescein TGE RNA, fluorescence polarization | inhibition, % at 5.96 µM | hit rate 0.44% among 320,000 | AID 2280;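 active = percent inhibition above a per-plate cutoff, the plate mean of test compounds plus 3 SD, cut at about 30% in these data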;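 also: 0% = DMSO wells with GLD-1 and probe and 100% = wells lacking GLD-1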
# Target sequence (Q17339 whole entry, looked up): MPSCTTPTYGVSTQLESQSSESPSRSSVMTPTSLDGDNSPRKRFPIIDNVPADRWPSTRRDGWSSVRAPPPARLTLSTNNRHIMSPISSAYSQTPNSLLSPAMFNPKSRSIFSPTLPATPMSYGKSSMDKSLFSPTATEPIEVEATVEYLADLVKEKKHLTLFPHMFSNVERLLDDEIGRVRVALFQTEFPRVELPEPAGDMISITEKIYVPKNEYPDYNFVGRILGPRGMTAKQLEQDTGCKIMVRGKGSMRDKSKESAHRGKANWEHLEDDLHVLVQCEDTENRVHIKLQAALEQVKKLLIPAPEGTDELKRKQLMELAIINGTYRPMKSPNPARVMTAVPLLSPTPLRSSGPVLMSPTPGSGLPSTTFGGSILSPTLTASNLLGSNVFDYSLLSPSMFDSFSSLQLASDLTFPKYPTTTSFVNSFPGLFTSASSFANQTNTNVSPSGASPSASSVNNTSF
# MEX-5 binding – C. elegans MEX-5 TCR-2 RNA binding activity. Q9XUB2. MEX-5/FITC-TCR2 RNA binding, fluorescence polarization; stronger effect = lower value. activity score (negative = inhibition of binding), % at 10 µM. hit rate 0.38% among 300,000;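 active = inhibition past about -25% in most replicates, and total fluorescence under double the plate's negative control median, limit read from the data; inconclusive = replicates evenly split on the limit, or fluorescence at least double controls; inactive = too little inhibition in most replicates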;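 also: 0% = DMSO and -100% = 5 µM competing unlabeled TCR2 RNA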
# VLA-4 inh – inhibition in a human VLA-4 binding assay | hit rate 0.2% among 330,000 | inhibition, % (about 7 µM as worked out from the volumes in the protocol) | VLA-4 expressing cells, ligand binding flow cytometry; in the data active = inhibition above about 50%
# AGP1-GFP MLPCN – yeast TOR pathway AGP1-GFP modulation | GFP response vs DMSO, % at 10 µM | AID 2066 | hit rate 0.02% among 320,000 | S. cerevisiae AGP1-GFP multiplex flow cytometry, 3 h; GFP as percent of DMSO wells;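 active = GFP response relative to DMSO above a set limit, near screen average plus 3 SD, cut at about 150% in these data; inconclusive = fewer than 70 cells counted for the yeast strain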;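 also: median GFP channel fluorescence of the gated AGP1 strain per well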
# Bcl-xL primary – blocks human Bcl-xL binding to Bim BH3 peptide; Q07817; GST-Bcl-xL / FITC-Bim BH3 peptide fluorescence polarization; inhibition, % at 10.9 µM; hit rate 0.7% among 320,000;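 active = inhibition above the mean of all tested compounds plus 3 SD, cutoff set per campaign, cut at about 30% in these data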;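 also: 0% = DMSO wells and 100% = unlabeled Bim-BH3 peptide competitor; inhibitors lower millipolarization by displacing the labeled peptide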
# Target sequence (Q07817 whole entry, looked up): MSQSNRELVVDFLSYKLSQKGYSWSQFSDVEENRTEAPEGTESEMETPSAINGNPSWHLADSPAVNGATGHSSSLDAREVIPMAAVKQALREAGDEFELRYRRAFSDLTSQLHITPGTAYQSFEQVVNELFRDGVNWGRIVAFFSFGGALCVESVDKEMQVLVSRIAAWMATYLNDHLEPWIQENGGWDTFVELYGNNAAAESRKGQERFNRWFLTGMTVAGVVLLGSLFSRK
# CIT2 TOR yeast – alters CIT2-GFP fluorescence in TOR pathway yeast screen; hit rate 0.065% among 320,000; S. cerevisiae CIT2-GFP strain, flow cytometry, 3 h; 100 means same as DMSO wells; GFP response vs DMSO, % at 10 µM;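 active = GFP response relative to DMSO above a set limit, near the screen mean plus 3 SD, cut at about 150% in these data; inconclusive = Fewer than 70 cells measured for a yeast strain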;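 also: ratio of well median GFP fluorescence to mean of DMSO wells on the plate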
# GRK2 inh – human GRK2 inhibition via aptamer displacement; hit rate 0.59% among 330,000; AID 488847; inhibition of aptamer binding, % at 10 µM; bead flow cytometry, FAM-aptamer displacement from GRK2; P25098;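 active = inhibition of aptamer binding above 40%, roughly 3 SD of noise, on plates passing a quality check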;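 also: median bead fluorescence of bound FAM aptamer so fluorescent compounds give negative values; no value below 0 was filed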
# An asterisk follows results filed as active; i = inactive; ? = inconclusive; . = no result given. Rows are unselected, and some 2.2% of all compounds hit somewhere here.
SMILES,Fam108B counter,MCL1-BIM inh,GLD-1 RNA inh,MEX-5 binding,VLA-4 inh,AGP1-GFP MLPCN,Bcl-xL primary,CIT2 TOR yeast,GRK2 inh
COc1ccc(C(CNC(=O)COc2ccc(F)cc2Br)N2CCCC2)cc1 (centres undefined),-4,-2,3,-0.5,24,96,-8,102,4
COc1ccc2cc3cc(C(=O)NCCN4CCN(Cc5ccccc5)CC4)oc3nc2c1,-3,-2,0,-6.4,10,101,0,85,0
CC1CCCN(C(=O)C2CCN(CCCc3ccccc3)CC2)C1 (centres undefined),-4,5,1,2.6,1,70,8,104,1
Cc1cc(C(=O)NNC(=O)Cc2ccc(Cl)cc2)c(C)o1,2,2,-1,0.4,11,103,6,95,0
CCOc1ccc(NC(=O)c2ccccc2SC)cc1,1,-4,0,-0.9,-11,99,2,90,0
CC(C)CC1Nc2ncnc(N3CCCCC3)c2N(Cc2ccccc2)C1=O (centres undefined),-3,5,-3,1.0,-8,83,4,86,2
COc1cccc(-c2noc(CCC(=O)NC3CCCC3)n2)c1,.,.,.,1.9,-2,90,.,105,4
Fc1ccc(C(CCNCc2ccccn2)c2ccc(Cl)cc2)cc1 (centres undefined),2,7,2,-3.4,3,106,6,114,0
O=C(O)COc1ccc(C(=O)c2ccccc2)cc1,1,3,5,1.7,-1,105,6,92,2
O=[N+]([O-])c1ccc(/C=N/n2cn[nH]c2=S)cc1,-1,-19,-4,-1.1,1,91,-21,88,0
CCS(=O)(=O)N1CCC(C(=O)NCc2ccc(F)cc2)CC1,-2,4,3,-0.7,11,99,2,96,0
Cc1ccc(SCC(=O)NCC2COc3ccccc3O2)cc1 (centres undefined),.,8,5,.,-1,108,3,95,0
CC(=O)N1c2ccc(S(=O)(=O)N3CCC(C(=O)Nc4cc(C)ccn4)CC3)cc2CC1C (centres undefined),1,4,0,-3.3,-1,101,6,103,0
CCn1c(SCC(=O)N/N=C/c2c[nH]c3ccccc23)nnc1-c1ccc(C(C)(C)C)cc1,0,4,6,4.2,2,97,2,99,0
CCN1C(=O)[C@H]2[C@@H](c3ccc(C)cc3)N3C(=O)N(c4ccc(C)cc4)C(=O)[C@@]3(C)[C@H]2C1=O,4,2,0,2.1,15,95,4,93,2
O=C(N/N=C/C=C/c1ccco1)c1ccccc1Cl,-5,12,1,-0.4,7,106,10,105,2
COC(=O)c1cc(NC(=O)c2c(-c3ccccc3)noc2C)ccc1N1CCOCC1,5,5,4,-3.2,-2,106,2,107,0
COc1ccc(N=C2NC(=O)/C(=C/c3ccc(O)c(OC)c3)S2)cc1,7,-21,-64,3.2,6,93,-4,95,0
O=C(c1cccc(C(=O)N2CCC(O)(c3ccccc3)CC2)c1)N1CCC(O)(c2ccccc2)CC1,2,-8,3,1.3,-2,104,3,94,0
Cc1ccc(S(=O)(=O)N2CCCC2)cc1C(=O)NC1CCCCC1,-2,-7,4,-0.6,17,98,-4,99,3

# Part of the list above, with each value named:
> Fc1ccc(C(CCNCc2ccccn2)c2ccc(Cl)cc2)cc1 (centres undefined)
  Fam108B counter = 2
  MCL1-BIM inh = 7
  GLD-1 RNA inh = 2
  MEX-5 binding = -3.4
  VLA-4 inh = 3
  AGP1-GFP MLPCN = 106
  Bcl-xL primary = 6
  CIT2 TOR yeast = 114
  GRK2 inh = 0

> Cc1ccc(S(=O)(=O)N2CCCC2)cc1C(=O)NC1CCCCC1
  Fam108B counter = -2
  MCL1-BIM inh = -7
  GLD-1 RNA inh = 4
  MEX-5 binding = -0.6
  VLA-4 inh = 17
  AGP1-GFP MLPCN = 98
  Bcl-xL primary = -4
  CIT2 TOR yeast = 99
  GRK2 inh = 3

# The list goes on:
SMILES,Fam108B counter,MCL1-BIM inh,GLD-1 RNA inh,MEX-5 binding,VLA-4 inh,AGP1-GFP MLPCN,Bcl-xL primary,CIT2 TOR yeast,GRK2 inh
OC(c1ccccc1)(c1ccccc1)C1CCN(C(=S)NCCc2ccccc2)CC1,-15,6,5,-0.8,17,104,1,97,2
Cc1cc(C)c2nc(SCc3ccc([N+](=O)[O-])cc3)nc(C)c2c1,0,10,-3,0.4,-5,103,6,122,0
COc1cc(NC(=O)CSc2nnc(C)s2)cc(OC)c1,3,-3,0,2.2,8,107,0,106,0
COc1ccc(CNC(=O)C2CCCN2)cc1OC (centres undefined),1,-3,-17,0.3,15,109,0,106,0
CC(=O)Oc1c(Sc2ccccc2[N+](=O)[O-])c(C)nn1C(C)(C)C,-2,6,0,-1.4,-9,87,3,111,0
COc1ccc(OC)c(C2NC(=O)NC(C)=C2C(=O)OC2CCCCC2)c1 (centres undefined),-9,-1,4,-1.7,4,103,-1,107,0
CC(C)(C)N/N=C/c1c(O)n(-c2ccc(Cl)cn2)c(=O)c2ccccc12,-1,5,-5,0.0,23,84,4,78,3
O=C(COC(=O)COc1ccccc1)NCCc1ccccc1,-3,-1,-1,0.4,8,111,-3,95,0
Cc1c(C)n(Cc2ccccc2)c2ncnc(NCCCN(C)C)c12,2,-3,-8,0.8,12,103,-2,109,0
CCOC(=O)Cc1csc(NC(=O)c2ccco2)n1,6,1,-3,-1.3,-7,?,4,?,1
C=CCn1cc(C(=O)NCCCOCC)c(=O)c2cc(S(=O)(=O)N(CC)CC)ccc21,2,7,3,-0.7,-6,97,6,109,5
CCOc1ccc(N(C(=O)c2ccccc2Cl)C2=NC(C)(C)CS2)cc1,4,5,2,-0.7,7,81,2,86,0
CN1CCN(C(=O)c2cc(Cl)cc(Cl)c2NC(=O)c2ccco2)CC1,0,11,4,1.3,3,99,3,113,4
Nc1[nH]nc2nc(NCc3ccccc3)c3c(c12)CCN(Cc1ccccc1)C3,-1,8,1,-0.4,15,100,3,94,0
Cn1c(=O)[nH]c(=O)c2c1nc(N1CCN(CCO)CC1)n2Cc1ccccc1,3,0,5,-2.5,7,103,2,104,0
O=C(c1ccccc1)c1ccc2ccccc2n1,4,5,-3,-1.2,-2,93,4,90,3
CC(C)(O)CCC(C)(C)O,.,-5,3,.,14,103,2,89,0
COc1c(OC(C)=O)ccc(/C=N\NC(=O)c2ccc(Br)cc2)c1[N+](=O)[O-],2,2,0,2.6,1,93,1,92,2
O=[N+]([O-])c1ccc2c(c1)CNc1ccccc1O2,-3,5,3,-0.7,-5,92,-1,100,3
CCc1ccc(CNC(=O)C2CCCN(S(=O)(=O)N3CC(C)CC(C)C3)C2)cc1 (centres undefined),-2,-5,7,-2.3,13,93,2,105,4
COc1ccc(NC(=O)C2CCCN2C(=O)NC2CCCCC2)c(OC)c1 (centres undefined),-2,4,8,2.2,7,105,4,109,0
CSC1=NCCN1C(=O)c1ccc(S(=O)(=O)N2CCOCC2)cc1,-1,-7,4,2.1,-3,98,0,96,0
O=C(CN1C(=O)NC2(CCCC2)C1=O)N1CCN(S(=O)(=O)c2cc(Cl)ccc2Cl)CC1,.,2,3,.,-6,98,1,105,0
CNC(=O)CSc1nc2cc(S(=O)(=O)Nc3ccc(OC)cc3)ccc2o1,-4,15,2,-2.1,6,106,6,103,7
COc1ccc(OC)c(S(=O)(=O)NC(N)=NCCc2ccccc2OC)c1,8,17,0,-8.0,3,98,7,96,2
CCN(CC(=O)Nc1ccccc1OC)C(=O)CSCC(=O)Nc1ccc(OC)cc1,-4,1,13,-0.2,-5,97,1,92,0
O=C1CC(c2ccccc2)CC(=O)N1c1ccc(C(F)(F)F)cc1,.,0,-7,.,8,96,0,97,0
CN(C)CCN(Cc1ccco1)C(=O)c1oc2ccccc2c1NC(=O)COc1ccccc1,0,2,7,0.5,12,102,4,111,0
Fc1ccc(/C=N/n2cnn(Cc3ccccc3Cl)c2=S)cc1,6,2,-8,0.9,2,96,1,90,4
Cc1ccc(Oc2ccc3c(c2)C(=O)N(c2cccc4cccnc24)C3=O)cc1,-4,2,2,-4.3,i,97,6,109,2
CCc1nnc(NC(=O)CSc2nnc(C)n2Cc2ccccc2)s1,-2,4,0,-0.5,3,101,1,105,5
CCOc1ccc(NS(=O)(=O)c2ccc(NS(=O)(=O)c3cccs3)cc2)cc1,2,1,7,-0.3,4,101,3,99,4
Clc1ccccc1Cn1nnc(-c2cccs2)n1,2,3,2,1.6,15,.,1,92,0
O=C(N/N=C/c1cccc(O)c1)c1cc(-c2ccccc2)nc2ccccc12,-22,1,4,1.4,-1,94,1,92,0
COC(=O)c1ccc2c(=O)n(Cc3ccc(C(=O)NCCCN4CCOCC4)cc3)c(=S)[nH]c2c1,0,-11,-5,1.5,15,82,-13,100,0
CN=c1sc2ccccc2n1CC(O)c1ccccc1 (centres undefined),4,2,4,0.3,9,100,8,100,0
COc1cc(C(=O)O)cc(NC(=O)c2cccs2)c1OC,-3,2,9,2.4,13,97,2,92,11
COc1ccc(S(=O)(=O)N2CCOCC2)c(C)c1C,-2,2,-6,1.2,10,106,0,99,4
CC(C)OCC(O)CCc1n[nH]c(=S)n1-c1ccccc1 (centres undefined),4,-3,4,3.9,7,102,9,100,0
CCc1cc2cc(C)cc(C)c2nc1SCC(=O)N1CCCC1,4,5,2,.,5,90,2,88,0
CN(Cc1ccccc1)C(=O)COC(=O)C1CCN(S(=O)(=O)c2ccc(Cl)c(C(F)(F)F)c2)CC1,4,-9,5,-0.3,14,96,-6,89,0
CC(=O)N1N=C(c2ccc3ccccc3c2)OC1(C)C,-1,0,0,-1.3,-6,98,1,92,5
CSc1ccc(C(=O)C2CCCN(C(=O)CCc3cnn(C)c3)C2)cc1 (centres undefined),-4,-3,-2,-1.3,-2,87,-3,96,4
COC(=O)CC1SC(=O)NC1=O (centres undefined),4,-1,0,-0.6,10,93,0,86,1
COc1cc([N+](=O)[O-])cc2sc(NC(=O)c3c(F)cccc3F)nc12,4,6,7,-2.8,2,91,8,95,4
CC(O)[C@H]1CNCCN1CCc1cccc2ccccc12 (some centres undefined),-2,7,4,3.0,34,83,3,81,0
COc1ccc(C2/C=C\CN(S(=O)(=O)c3cccc4cccnc34)CC(=O)N2Cc2ccc(F)cc2)cc1 (centres undefined),0,5,8,2.1,.,.,8,.,.
COc1ccc(/C=C(\C#N)C(=O)OCC(=O)NC(=O)NCCC(C)C)cc1,-6,3,1,-1.1,5,101,2,102,0
O=C(CC(Cc1ccccc1)c1ccco1)NC1CCCCC1 (centres undefined),-1,-3,-1,-0.7,13,97,0,89,0
COc1cc(C2C(C(C)=O)=C(O)C(=O)N2CCc2ccc(OC)c(OC)c2)ccc1O (centres undefined),5,-5,2,-0.4,6,108,-2,105,2
O=C(OCc1nc2scc(-c3ccccc3)c2c(=O)[nH]1)c1cccc([N+](=O)[O-])c1,-6,-2,0,3.6,-23,.,9,.,2
O=C(O)COc1ccc(Br)cc1/C=N/O,-2,1,4,-0.7,8,105,0,98,13
FC(F)(F)c1cnc(COc2ccc(Cl)cc2Cl)c(Cl)c1,-1,1,1,-0.2,-14,102,-3,99,0
O=C(c1ccc(Cl)c([N+](=O)[O-])c1)N1CCN(C(=O)c2ccco2)CC1,-2,4,-2,-0.4,1,102,2,101,0
Cc1ccnc(NC(=O)Cc2ccc(F)cc2)n1,0,6,0,.,1,102,3,103,2
COC(=O)COc1cccc2c(=O)n(CC(=O)Nc3ccc4c(c3)OCCO4)ccc12,-7,-4,3,-1.8,0,94,-1,94,0
Cc1c(N=Cc2c(O)n(C3CCCCC3)c(=O)[nH]c2=O)c(=O)n(-c2ccccc2)n1C,-2,-17,-13,1.9,10,87,-11,86,2
